Screens from PubChem BioAssay.
PKM2 activator: increases activity of human pyruvate kinase M2 | purified PKM2, Kinase-Glo ATP luminescence, activation; response scale: 0% is enzyme alone, no compound | Potency, µM (highest dose often 57.5 µM), inactives show top-dose activation, usual class: activators | hit rate 0.34% among 260,000 | P14618; also: potency is read from the fitted curve at half-maximal effect; % is scaled to controls: 0 for no effect and ±100 for the full control effect; nearly all actives have a fitted effect of over 55% in size
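Purified hPK-M2 (>95% pure) converted ADP (0.1 mM final) to ATP with 0.5 mM PEP in 50 mM imidazole pH7.2, KCl, MgCl2, Tween 20, BSA; 1 h at room temperature. ATP detected by Kinase-Glo luminescence.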
Rab9 prom act: activators of Rab9 promoter; Huh7 Rab9 promoter-luciferase reporter, luminescence, 24 h; Potency, µM (doses to about 9.22 µM), for inactives: at the highest dose activation, negative = inhibition, actives largely listed as activators; hit rate 2.8% among 320,000; AID 485297; also: potency is read from the fitted curve at half-maximal effect; % of control where 0% means no effect; nearly all actives have a fitted effect of over 60% in size
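Rab9 promoter-driven luciferase in stably transfected Huh7 cells; 1500 cells/well rested 2 h, exposed to compound in DMSO for 24 h at 37 °C, 5% CO2. Luminescence read 10 min after adding luciferase reagent at ambient temperature.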
Mito fusion yeast: blocks mitochondrial division or promotes mitochondrial fusion. hit rate 0.23% among 320,000. S. cerevisiae fusion-defective mutant growth rescue, CellTiterGlo 48 h. Potency, µM (titrated, usually from 46.1 µM), inactives show at the top dose growth rescue (activation), hits mostly activators. AID 485298;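 also: potency is read from the fitted curve at half-maximal effect; % of control where 0% means no effect; nearly all actives have a fitted effect of over 45% in size; temperature-sensitive fusion mutants such as fzo1-1 at 37 °C on non-fermentable ethanol glycerol medium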
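Temperature-sensitive fusion-defective S. cerevisiae (e.g. fzo1-1, mgm1-5) were grown with compound in YPEG medium (3% ethanol, 3% glycerol) for 48 hours at 37C. Growth rescue was measured as viability by CellTiterGlo luminescence after 10 minutes at ambient.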
ELG1 repair inh: blocks ELG1-dependent DNA repair in HEK293T cells | Potency, µM (doses to about 46.1 µM), for inactives: at the highest dose activity change, negative = inhibition, hits mostly inhibitors | hit rate 2.3% among 330,000 | AID 504467 | HEK293T ELG1-luciferase reporter, luminescence, 16 h; DNA damage induced by 5-fluorouridine; also: potency is read from the fitted curve at half-maximal effect; % is scaled to controls: 0 for no effect and ±100 for the full control effect; nearly all actives have a fitted effect of over 55% in size
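In this reporter screen, reduction of luminescence relative to DMSO vehicle indicated activity. Compounds and 5-fluorouridine were added together to 2,000 cells per well, incubated for 16 hr at 37 °C, then developed with ONE-Glo.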
VP16 counter: counter-screen for ROR gamma inhibitors: Gal4-VP16 reporter. Drosophila S2 Gal4-VP16 UAS-luciferase, luminescence, 20 h. Potency, µM (doses to about 53.6 µM), for inactives: top-dose activity, negative = inhibition, usual class: inhibitors. hit rate 3.5% among 310,000;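 also: Gal4-VP16 expression switched on by copper sulfate through the metallothionein promoter; potency is read from the fitted curve at half-maximal effect; % is scaled to controls: 0 for no effect and ±100 for the full control effect; nearly all actives have a fitted effect of over 50% in size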
KCNH2 3.1 block: blocks the human KCNH2 3.1 channel isoform. hit rate 0.95% among 340,000. U2OS KCNH2 3.1, thallium flux FluxOr; hits give low values. activity change, % (tested at about 1.8 µM);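 active = maximum activity change below -70%; inconclusive = maximum activity change from -70% to -50%; inactive = maximum activity change above -50%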;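 also: thallium influx rate constant from kinetic fluorescence after stimulation buffer; % is scaled to controls: 0 for no effect and ±100 for the full control effect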
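Normalized rate constant (relative to positive and negative DMSO controls) derived from a 2 min kinetic fluorescence read after stimulation; U2OS cells expressing the 3.1 isoform via virus at 1.77 x 10^8 /mL.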
RORg inh: inhibitors of mouse ROR gamma transcriptional activity; Potency, µM (top dose mostly 53.6 µM), for the others: at the top dose activity change, negative = inhibition, actives largely listed as inhibitors; Drosophila S2 Gal4-RORgamma UAS-luciferase reporter, 20 h; hit rate 5.4% among 310,000; P51450; also: potency is read from the fitted curve at half-maximal effect; % is scaled to controls: 0 for no effect and ±100 for the full control effect; nearly all actives have a fitted effect of over 60% in size
Target sequence (P51450 whole entry, looked up, the tested form may be a part): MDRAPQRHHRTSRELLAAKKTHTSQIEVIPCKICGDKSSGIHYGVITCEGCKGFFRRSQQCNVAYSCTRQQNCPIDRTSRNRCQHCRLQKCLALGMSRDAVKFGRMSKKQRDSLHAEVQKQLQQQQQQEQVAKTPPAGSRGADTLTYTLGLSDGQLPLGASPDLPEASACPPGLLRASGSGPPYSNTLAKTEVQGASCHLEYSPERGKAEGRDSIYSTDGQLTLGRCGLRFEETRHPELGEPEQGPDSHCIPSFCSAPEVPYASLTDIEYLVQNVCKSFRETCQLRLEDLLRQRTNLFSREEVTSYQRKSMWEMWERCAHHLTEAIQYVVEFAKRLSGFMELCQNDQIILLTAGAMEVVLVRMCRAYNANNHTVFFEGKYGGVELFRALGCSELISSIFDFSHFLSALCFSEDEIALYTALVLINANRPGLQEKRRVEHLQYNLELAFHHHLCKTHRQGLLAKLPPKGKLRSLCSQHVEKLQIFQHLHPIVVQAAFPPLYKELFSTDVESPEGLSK
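Stable Schneider cell line, Gal4 DNA-binding domain fused to ROR gamma, UAS-luciferase. Cmpd 1 hr RT → CuSO4 700 uM final → 20 hr RT → luciferase reagent 10 min → luminescence.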
NPC1 promoter act: activates the NPC1 promoter. Huh7 NPC1 promoter luciferase reporter, 24 h. Potency, µM (top dose mostly 9.22 µM), for inactives: top-dose activation, most hits filed as activators. hit rate 2.4% among 320,000;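 also: potency is read from the fitted curve at half-maximal effect; % of control where 0% means no effect; nearly all actives have a fitted effect of over 60% in size; reporter is driven by a mutant NPC1 promoter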
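NPC1 promoter–luciferase Huh7 cells; 24 h compound; luminescence.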
FLuc modulator: inhibits or activates purified firefly luciferase, miR-21 counter-screen | purified FLuc, Km substrates, luminescence inhibition | Potency, µM (series often up to 57.5 µM), for the others: at the highest dose activity change, negative = inhibition, most hits filed as inhibitors | hit rate 6.9% among 360,000;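 also: potency is read from the fitted curve at half-maximal effect; plate controls were vehicle for no effect and reference inhibitor for full effect; nearly all actives have a fitted effect of over 55% in size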
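Biochemical qHTS of compounds, final roughly 60 µM downward over six points, against 10 nM purified firefly luciferase using Km concentrations of substrates (10 uM D-luciferin, 10 uM ATP) in Tris acetate pH 7.5 buffer; luminescence output.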
MBNL1 CUG block: inhibitors of human MBNL1 binding to CUG repeat RNA. Potency, µM (titrated, usually from 57.5 µM), for the others: at the highest dose activity change, negative = inhibition, most hits filed as inhibitors. AID 2675. hit rate 0.036% among 280,000. Q9NR56. TR-FRET MBNL1-His/biotin-(CUG)12 binding, 665/545 ratio; active = well fitted inhibition curve with a large enough effect in the signal ratio, with a control signal flat, not every such curve was filed as active; inconclusive = small, poorly fitted or top-dose-only effect, or effect the other way, or a change in a side signal; inactive = no such curve, though single readings can be large or run the other way; the % refers to the signal ratio; also: potency is read from the fitted curve at half-maximal effect; % is scaled to controls: 0 for no effect and ±100 for the full control effect
Target sequence (Q9NR56 whole entry, looked up): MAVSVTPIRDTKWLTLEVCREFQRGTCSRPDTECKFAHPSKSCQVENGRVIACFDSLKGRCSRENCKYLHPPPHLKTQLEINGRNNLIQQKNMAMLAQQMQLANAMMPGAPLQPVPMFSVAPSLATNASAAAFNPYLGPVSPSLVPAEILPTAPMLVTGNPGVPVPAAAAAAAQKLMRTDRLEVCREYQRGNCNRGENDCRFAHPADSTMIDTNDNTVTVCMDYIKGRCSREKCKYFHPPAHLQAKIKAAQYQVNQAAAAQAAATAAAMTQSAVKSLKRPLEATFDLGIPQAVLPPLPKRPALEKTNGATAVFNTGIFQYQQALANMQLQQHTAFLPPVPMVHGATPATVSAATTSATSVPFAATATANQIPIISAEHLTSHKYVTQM
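TR-FRET readout: Ex 340 nm, 665/545 nm emission ratio, normalized to buffer-only (basal) and MBNL1-(CUG)12 controls. Complex of MBNL1-His with Biotin-(CUG)12, compounds 92 nM–58 uM, incubated 60 min at room temperature.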
Menin-MLL TR inh: displaces Texas Red mutant MLL peptide from human menin; O00255; Menin + Texas Red MLL mutant peptide, fluorescence polarization; Potency, µM (doses to about 61.6 µM), for inactives: at the top dose FP activity change, negative = inhibition, actives largely listed as inhibitors; hit rate 0.23% among 270,000; AID 1768; active = well fitted inhibition curve with a large enough effect in the polarisation, with a control signal flat, not every such curve was filed as active; inconclusive = small, poorly fitted or top-dose-only effect, or effect the other way, or a change in a side signal; inactive = no such curve, though single readings can be large or run the other way; the % refers to the polarisation; also: potency is read from the fitted curve at half-maximal effect; % of control where 0% means no effect; many of its hits are not listed in these tables
Numbers without * were called inactive; ? = inconclusive; / = no result given; & = joins results of further samples; [ ] = dose if it differs, or a comment. Unless noted, calls follow the shape of the dose curve; as a rule, active = well fitted curve in the direction sought with a large enough effect; inconclusive = small, poorly fitted or top-dose-only effect, or another doubt; inactive = no such curve, though single readings can be large; an effect the other way counts as inactive or inconclusive. Some of the compounds tested; count on the stated rates, not on these rows.

Fields – PKM2 activator, Rab9 prom act, Mito fusion yeast, ELG1 repair inh, VP16 counter, KCNH2 3.1 block, RORg inh, NPC1 promoter act, FLuc modulator, MBNL1 CUG block, Menin-MLL TR inh
1: COc1ccccc1N1CCN(C(=O)c2ccncc2)CC1
→ -4%, 0%, 0%, -2%, 1%, 24, -11%, -4%, 3%, 4%, 9%
2: O=C(CSc1nccn1Cc1ccccc1)NC1CCCC1
→ 7%, -6%, -4%, 17%, -9%, 24, -13%, 0%, 3%&3%, -11%, /
3: O=C(Nc1cccc(-c2nc3ccccc3[nH]2)c1)c1ccco1
→ -3%, 0%, -7%, ?, ?, -5, 1%, 13%, 15µM*, 2%, 20%
4: Clc1ccc2c(NNc3ccccc3Cl)ccnc2c1
→ -23%, 10%, -1%, 19%, -4%, 1, 1%, 2%, ?, -8%, 1%
5: CCOC(=O)c1ccc(CC2S/C(=C(\C#N)C(C)=O)NC2=O)cc1 (stereo unspecified)
→ -6%, -3%, 13%, ?, 17%, 6, 26%, 1%, ?, 5%, ?
6: CCOCCCn1c(=S)[nH]c2cc(C(=O)N3CCN(C4CCCCC4)CC3)ccc2c1=O
→ /, -18%, -4%, -1%, -14%, -10, 0%, -6%, 3%, 4%, -14%
7: COc1ccc(CNC(=O)C/C(C)=N/NC(=O)c2ccc(OC)cc2OC)cc1
→ /, 1%, 4%, 14%, 9%, -1, 3%, -2%, -8%, -1%, -18%
8: COc1cccc(-c2c(C#N)c(SC)nc3cc(C)nn23)c1
→ 5%, -2%, 0%, 7%, -18%, 3, 1%, -2%, -1%, /, /
9: Cc1ccc(C)c(N2CCN(C(=O)C3CCN(c4nc(C)cc(C)n4)CC3)CC2)c1
→ 1%, -1%, 12%, ?, 4%, -1, 11%, 18%, 0%[2.3 µM], 4%, ?
10: O=C(Nc1ccon1)Nc1ccc(F)cc1F
→ -1%, 2%, 0%, -6%, -7%, -6, -31%, 0%, 3%, 3%, 5%
11: O=C(c1cccc(Br)c1)N1CCN(S(=O)(=O)N2CCOCC2)CC1
→ 0%, -2%, 1%, 3%, -8%, 13, 1%, -7%, -2%, 0%, 14%
12: COC(=O)c1cc(NC(=O)CN2C(=O)C(=O)N(C3CCCC3)C2=O)cc(C(=O)OC)c1
→ /, 0%, 3%, ?, /, 3, /, 1%, 10%, /, /
13: Cc1cc(C)n(-c2cc(Oc3ccccc3)ncn2)n1
→ -5%, -3%, 0%, ?, -2%, 2, 1%, 3%, ?, -1%, -7%
14: COc1ccc(/C=C2\SC(=S)N(CCC(=O)Nc3ccccc3C(=O)O)C2=O)cc1
→ /, -1%, 5%, 2%, 0%, -6, -29%, -5%, 21µM*, 4%, ?
15: C=CCN1C(c2ccccc2)=CS/C1=C(/C#N)c1nnc(N2CCOCC2)n1-c1ccccc1
→ 3%, 4%, 4%, -7%, -15%, 4, -4%, -2%, -2%, /, -25%
16: CCN(CCNC(=O)CC1Oc2ccccc2NC1=O)c1ccccc1 (stereo unspecified)
→ -1%, 3%, -2%, -16%, -9%, 10, -4%, 0%, 1%, -3%, 0%
17: NS(=O)(=O)c1ccc(CCNS(=O)(=O)c2ccc(Cl)cc2)cc1
→ /, -11%, 0%, 9%, -3%, -5, 16%, -5%, 0%, -2%, 32%[activator]
18: CC(=O)c1cccc(NC(=O)C2CC(=O)N(Cc3ccccc3)C2)c1 (stereo unspecified)
→ 1%, 0%, -2%, 1%, 14%, -10, 4%, 1%, -3%, 0%, 8%
19: CCn1cc([N+](=O)[O-])c(C(=O)NCc2ccc(Cl)cc2)n1
→ 0%, -7%, 0%, 5%, 5%, -19, -19%, -5%, -1%, ?, 2%
20: C=CCN(C#N)c1nc(OC)nc(N2CCCC2)n1
→ 0%, -3%, 5%, -7%, -14%, 10, -3%, -6%, 1%, 1%, 1%

Pulled by compound from the list above (2):
Fields – PKM2 activator, Rab9 prom act, Mito fusion yeast, ELG1 repair inh, VP16 counter, KCNH2 3.1 block, RORg inh, NPC1 promoter act, FLuc modulator, MBNL1 CUG block, Menin-MLL TR inh
12: COC(=O)c1cc(NC(=O)CN2C(=O)C(=O)N(C3CCCC3)C2=O)cc(C(=O)OC)c1
→ /, 0%, 3%, ?, /, 3, /, 1%, 10%, /, /
19: CCn1cc([N+](=O)[O-])c(C(=O)NCc2ccc(Cl)cc2)n1
→ 0%, -7%, 0%, 5%, 5%, -19, -19%, -5%, -1%, ?, 2%

(list continues)
Fields – PKM2 activator, Rab9 prom act, Mito fusion yeast, ELG1 repair inh, VP16 counter, KCNH2 3.1 block, RORg inh, NPC1 promoter act, FLuc modulator, MBNL1 CUG block, Menin-MLL TR inh
21: CCn1c(SCC(=O)N2CCCCC2)nc(O)cc1=O
→ 1%, -9%, -1%, 13%, -8%, -4, 30%, -4%, 3%, -5%, -15%
22: Cc1occc1C(=O)NN=C1C2CC3CC(C2)CC1C3
→ -12%, 3%, -3%, ?, 22%, 9, 34%, 4%, ?, -4%, -6%
23: CCn1nnc2cc(C(=O)O)ccc21
→ 1%, -5%, 0%, 6%, -1%, 15, 0%, -6%, 1%, 9%, /
24: Cc1cccc(NC(=S)NCc2cccn2C)c1
→ 5%, 2%, -5%, -22%, -4%, -21, ?, 0%, 1%, 11%, ?
25: C/C(=N\NC(=O)CCc1ccccc1)c1ccc(Br)cc1
→ /, 1%, -11%, -4%, -4%, 0, 21%, 0%, -7%, -5%, -13%
26: O=C(CSc1nnnn1-c1ccc(O)cc1)Nc1ccc(N2CCOCC2)c(Cl)c1
→ -10%, -2%, 0%, 3%, 0%, 12, 21%, 4%, -15%, -2%, ?
27: Cn1c(C(=O)N2CCC(C(=O)N3CCOCC3)CC2)cc2sccc21
→ -3%, -3%, -6%, 0%, -13%, 22, 7%, 1%, 1%, -3%, -3%
28: CCOC(=O)c1cnn(-c2nc(-c3ccc(F)cc3)cs2)c1C(F)(F)F
→ -1%, 0%, -3%, 2%, -10%, 0, 36%, -1%, ?, 6%, 12%
29: CCC(C(=O)OCC(=O)Nc1ccc(Cl)c(S(=O)(=O)N(C)C)c1)c1ccccc1 (stereo unspecified)
→ 4%, -8%, -12%, -13%, -45%, 10, 10%[10 µM], -2%, 1%, /, 11%
30: O=C(O)c1nn(-c2ccc(Cl)cc2)ccc1=O
→ -3%, -3%, -3%, 4%, -8%, 23, -29%, 2%, 1%, -5%, 16%
31: CCN(CC)CCNC(=O)c1ccc(NC(=O)c2cc(-c3ccncc3)nc3ccccc23)cc1
→ /, -6%, 2%, ?, /, 5, /, -4%, -1%, /, /
32: O=C1CSC(=S)N1/N=C/c1cc(Br)c(O)c(Br)c1
→ 3%, 0%, 20%, ?, 5%, -11, 0%, -5%, ?, ?, ?
33: COc1ccccc1NC(=O)C(=O)NCC(c1ccco1)N1CCc2ccccc21 (stereo unspecified)
→ /, 0%, ?, 11%, /, -17, /, -1%, -5%, /, /
34: Nc1cc(-c2ccc(Cl)cc2)nn1S(=O)(=O)c1ccccc1
→ -12%, -2%, -1%, 7%, -7%, -3, -4%, 1%, -9%, -6%, 7%
35: CC(=O)c1cccc(NC(=O)CN(c2ccccc2)S(C)(=O)=O)c1
→ 3%, -10%, 0%, -9%, 2%, 5, -25%, -3%, 4%, ?, 2%
36: Cc1ccc(OC(=O)C2c3ccccc3Oc3ccccc32)cc1C
→ 5%, -7%, 24%, 0%, -15%, -20, 7%, 1%, 0%, /, 0%
37: Cc1nn(-c2ccccc2)c2[nH]c(=O)cc(C(F)(F)F)c12
→ /, 0%, -1%, -17%, 6%, 27, ?, 0%, -19%, 4%, 11%
38: O=C(Cn1c(=O)c2cccn2c2ccccc21)Nc1ccc(F)cc1F
→ /, 3%, -1%, 10%, 5%, 17, 8%, 2%, 4%, -1%, /
39: O=C(NCc1ccccc1)C1=C[C@@H](c2ccc(Br)cc2)C[C@@H](OCCCCO)O1
→ 5%, 2%, 0%, 8%, -12%, -10, -36%, 1%, -1%, 0%, 8%
